Screening results as filed in PubChem.
FXIIa inh 1536: inhibitors of human coagulation factor XIIa | 220,000 compounds, 0.3% hits | purified FXIIa, Boc-QGR-AMC fluorogenic substrate, 2 h | inhibition, % at 5 µM | AID 800; in the data active = inhibition above about 40%;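 also: 0% = enzyme with no compound and 100% = blank without enzyme; many of its hits are not listed in these tables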
KLK5 inh: kallikrein 5 (human) inhibition; AID 873; inhibition, % at 5 µM; Q9Y337; 210,000 compounds, 0.59% hits; recombinant hK5, fluorogenic AMC substrate cleavage;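 active = inhibition of 40% or more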;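 also: 0% = enzyme controls without compound and 100% = no-enzyme blanks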
Target sequence (Q9Y337 67-293 limits assumed): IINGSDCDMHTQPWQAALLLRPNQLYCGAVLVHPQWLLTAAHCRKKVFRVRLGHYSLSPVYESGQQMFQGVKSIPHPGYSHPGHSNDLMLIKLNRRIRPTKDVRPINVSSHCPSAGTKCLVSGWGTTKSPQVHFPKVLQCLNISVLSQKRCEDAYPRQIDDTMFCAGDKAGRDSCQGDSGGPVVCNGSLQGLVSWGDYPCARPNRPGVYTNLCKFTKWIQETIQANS
Wee1 stabilizer: blocks degradation of human Wee1 kinase | P30291 | HeLa Luc-Wee1K328M stability, luciferase luminescence; 100% = proteasome inhibitor MG132 effect | reporter increase, % at 5 µM | 220,000 compounds, 1.2% hits;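 active = activation above the mean of all tested compounds plus 3 SD, set per screening run, cut at about 8.8% in these data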;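 also: cells exposed to compound for 20 h before luminescence read; 0% = DMSO alone and 100% = MG132 at 30 µM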
Target sequence (P30291 whole entry K328M): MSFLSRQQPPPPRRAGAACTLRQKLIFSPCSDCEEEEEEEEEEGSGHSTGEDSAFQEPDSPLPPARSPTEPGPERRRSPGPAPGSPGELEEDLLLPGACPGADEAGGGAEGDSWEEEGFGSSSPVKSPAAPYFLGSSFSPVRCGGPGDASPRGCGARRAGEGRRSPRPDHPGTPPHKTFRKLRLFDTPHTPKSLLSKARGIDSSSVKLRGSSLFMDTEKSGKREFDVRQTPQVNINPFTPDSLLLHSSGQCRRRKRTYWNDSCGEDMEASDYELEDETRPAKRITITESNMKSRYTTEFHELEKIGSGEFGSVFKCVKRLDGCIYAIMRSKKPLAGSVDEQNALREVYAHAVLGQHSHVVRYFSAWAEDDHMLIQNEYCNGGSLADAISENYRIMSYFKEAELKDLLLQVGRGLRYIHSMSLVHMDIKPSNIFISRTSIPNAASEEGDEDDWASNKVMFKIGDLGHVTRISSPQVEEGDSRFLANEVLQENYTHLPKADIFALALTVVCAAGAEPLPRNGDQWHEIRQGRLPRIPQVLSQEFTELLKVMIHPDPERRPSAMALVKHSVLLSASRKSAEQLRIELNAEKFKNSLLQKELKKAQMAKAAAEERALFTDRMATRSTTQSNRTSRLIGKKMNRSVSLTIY
p97 ATPase inh: blocks human p97 ATPase activity; recombinant p97 ATPase, Kinase-Glo ATP luminescence, 3 h; inhibition, % at 8 µM; 220,000 compounds, 0.42% hits; in the data active = inhibition above about 15%;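 also: 0% = DMSO vehicle and 100% = wells lacking enzyme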
Thrombin inh: blocks human thrombin protease activity | alpha-thrombin, Boc-VPR-AMC fluorogenic substrate cleavage | 220,000 compounds, 0.26% hits | P00734 | inhibition, % at 5 µM | AID 1046;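 active = inhibition at or above 40%; inactive = inhibition below 40%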;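 also: 0% = enzyme with no compound and 100% = wells without enzyme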
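Material: human alpha-thrombin enzyme / Medium: pH 7.5 Tris (50 mM) with NaCl 150 mM, Tween 20 0.05% / Compound: single-point dosing at 5 µM, 0.2% DMSO / Incubation: enzyme reaction carried out at room temperature / Detection: AMC fluorescence, 355/460 nm / Read-out basis: percent inhibition scaled between no-compound controls and no-enzyme blanks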
Furin inh: blocks human furin protease activity; P09958; purified furin, fluorogenic substrate cleavage; inhibition, % at 30 µM; 220,000 compounds, 0.061% hits; in the data active = inhibition above about 25%; also: inactives centre near -15
FXIa inh: factor XIa (human) inhibition; purified FXIa, Boc-Glu-Ala-Arg-AMC fluorogenic substrate; inhibition, % at 5 µM; 220,000 compounds, 0.14% hits; AID 798;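 active = inhibition of at least 40%; inactive = inhibition below 40%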;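 also: fluorescence of freed AMC excited at 355 nm; 0% = enzyme without compound and 100% = no enzyme blank; many of its hits are not listed in these tables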
PERK inh: human PERK inhibition, primary cell-based screen; CHO PERK-DD fusion, SEAP luminescence translation reporter; 220,000 compounds, 0.17% hits; inhibition, % at 5.6 µM; Q9NZJ5;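 active = inhibition above the mean inhibition of all tested compounds plus 3 SD, set separately per screening campaign, cut at about 2.9% in these data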;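 also: PERK kinase domain activated by AP20187 dimerizer at 100 nM; 0% = DMSO with dimerizer and 100% = rapamycin at 8.4 µM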
Cl transport mod: modulates chloride dependent transport by human KCC2; 190,000 compounds, 2.2% hits; KCC2 cells, thallium flux FluoZin-2 fluorescence; B-score of Tl+ flux slope (higher = more flux/activation; lower = inhibition) at 10 µM; AID 1456; Q9H2X9;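 active = thallium flux slope and its plate-corrected score both differing from the plate sample mean at a set confidence after two filtering rounds, in either direction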;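 also: slope of fluorescence scaled to starting intensity during 10 to 20 s after thallium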
An asterisk follows results filed as active; . = no result given; [ ] = dose if it differs, or a comment.

SMILES	FXIIa inh 1536	KLK5 inh	Wee1 stabilizer	p97 ATPase inh	Thrombin inh	Furin inh	FXIa inh	PERK inh	Cl transport mod
COc1ccc(CCn2c(=S)[nH]c3ccc(N4CCOCC4)cc3c2=O)cc1OC	8	-10	-3	2	-10	-13	1	0.8	0.89
C=CCSc1nc2c(c(=O)[nH]1)C(C(C)C)C(C#N)=C(N)O2 (stereo unspecified)	10	-11	-3	1	-4	-25	7	1.0	-0.2
NS(=O)(=O)c1ccc(CCNC(=O)C2CCCCC2)cc1	4	-22	1	3	-3	-24[20 µM]	-7	0.2	.
CCOc1ccc(C(=O)c2ccc([N+](=O)[O-])cc2Cl)cc1	6	2	-1	-2	-13	-14	3	0.9	-0.74
O=c1n(-c2ccccc2)c(=O)n2n1CCCC2	14	-10	-1	2	-3	-10[20 µM]	7	1.2	-0.54
COc1cc(OC)c(Cl)cc1N	9	-8	-2	-4	2	-10	2	0.3	0.07
O=C(Cn1c(=O)c(=O)n(Cc2ccccc2)c2ccc(Cl)cc21)Nc1cccc(F)c1	20	15	-2	1	-2	-9	20	0.2	-1.5
Cc1ccc2oc3c(c(=O)c2c1)C(c1ccc(F)cc1)N(CCCN1CCOCC1)C3=O (stereo unspecified)	16	-3	-2	2	-1	-3	4	0.2	.
Cc1ccc(Nc2nc(N)c([N+](=O)[O-])c(NCc3ccco3)n2)cc1C	1	-16	3	1	-15	0	1	-0.5	-0.53
CCc1ccccc1NC(=O)c1cccc(NC(=O)/C=C/c2ccco2)c1	19	0	1	1	4	4	17	-0.3	-1.4
Oc1ccc2[nH]cnc2c1CN1CCCCC1	-15	-18	1	8	-1	-18[20 µM]	-6	-0.2	0.73
Cc1nn(Cc2ccccc2Cl)c2sc(C(=O)NCc3ccc4c(c3)OCO4)cc12	4	-9	4	-1	-3	-16[20 µM]	-4	-1.4	1
O=C(OC(C(=O)Nc1cccc(C(F)(F)F)c1)c1ccccc1)C1CCCCC1 (stereo unspecified)	8	-12	1	4	-4	-13	-2	-1.1	0.51
CN(CC(=O)Nc1ccc(N2CCOCC2)cc1)Cc1cc(=O)n2ccsc2n1	5	-4	-3	3	-9	-23	-4	0.3	0.72
Clc1ccc(-c2cnc3ccccc3n2)cc1	13	-2	4	3	0	-13	19	1.1	-0.85
Cn1nc(C(=O)Nc2ccc(S(=O)(=O)N3CCCCC3)cc2)c2ccccc2c1=O	4	-8	-2	4	-9	-12	-2	0.0	1.3
N#Cc1cc(C(=O)c2ccccc2O)cn(-c2ccc(Cl)cc2)c1=O	8	6	0	5	7	-4	3	0.5	0.43
CC(=O)c1ccc(Cc2ccccc2)cc1	5	.	0	4	-3	-26	-1	1.5	-0.11
CC(=O)Nc1nnc(CSCc2ccccc2F)s1	0	-7	-2	5	-13	-16	-6	0.5	-0.52
Cc1ccc(C(=O)O)cc1N1C(=O)CCCC1=O	3	-3	4	7	-12	-23	-3	0.9	0.02
CC(C)(C)c1cc(-c2n[nH]c(=S)n2-c2ccc(Cl)cc2)n[nH]1	6	-1	8	-2	-11	-15	-3	-0.5	-0.66
COC(=O)c1ccccc1NC(=O)C1CC(=O)N(c2ccc(OC)cc2)C1 (stereo unspecified)	12	11	4	-4	5	-23	-1	1.2	0.44
CN(CC(=O)Nc1ccc(S(N)(=O)=O)cc1)c1ccccc1	1	-32	-1	4	-9	-24[20 µM]	1	0.6	1.3
Cc1cc2ncc(C(=O)Nc3ccccc3)c(C)n2n1	10	3	0	-1	-5	-16[20 µM]	0	0.8	0.08
CCCCC(=O)NNC(=S)NC(=O)C(c1ccccc1)c1ccccc1	17	-52	-4	1	2	-22	20	0.1	7.6
CC(CCn1cccn1)NC(=O)c1cc(COc2ccc(F)cc2F)on1 (stereo unspecified)	11	2	-3	1	1	-25	1	1.8	-3
CC(=O)NCN1CCN(CNC(C)=O)CC1	13	-20	3	7	4	-20	4	1.3	-1.1
Cc1ccc(S(=O)(=O)Nc2ccncc2)c(C)c1N(C)S(=O)(=O)c1ccc(F)cc1	6	-12	-1	2	-3	-20	0	0.3	1.5
Cc1[nH]nc2c1C1(CCOC1C)C(C#N)=C(N)O2 (stereo unspecified)	-1	-4	0	-4	-12	-12[20 µM]	3	0.2	-0.25
CCOc1cc(N2CCOCC2)c(OCC)cc1NC(=O)c1cccc(N(C)C)c1	10	15	0	-6	0	-16	0	-0.1	.
Cn1cc(CN2CCc3sccc3C2)c(-c2ccccc2F)n1	27	.	-3	4	15	-5	7	0.2	-0.88
O=C(Nc1ccc(Cl)cc1)N1CCSC1=NCc1ccccc1	2	0	2	8	-1	-20	-2	-0.3	-0.027
COc1ccc(Cl)cc1C(=O)N1CCN(c2ccccn2)CC1	19	-3	1	-6	0	-11[20 µM]	5	-0.2	-0.46
O=[N+]([O-])c1ccccc1CSc1ccccn1	5	-1	1	5	2	-37	12	2.0	-0.26
Cc1nnc(SCC(=O)Nc2ccccc2)n(N)c1=O	5	-5	-1	0	-11	-23	-3	0.7	0.11
C=C(C)COc1ccc2c(CC)cc(=O)oc2c1	-5	-22	-3	0	-3	-22	-2	1.7	-1.1
O=C1CCc2cc(S(=O)(=O)N3CCCC3C(=O)NC3CCCCCCC3)ccc2N1 (stereo unspecified)	10	13	-2	-7	10	-11	10	-1.0	.
Cc1cccc(C)c1NS(=O)(=O)c1ccc2c(c1)NC(=O)CO2	3	-1	1	4	-8	-22	-4	0.0	0.29
CC(C)C(=O)NC(NC(=O)C(C)C)c1ccc([N+](=O)[O-])cc1	15	-14	2	2	-5	-20	4	1.1	0.056
COC(=O)c1c(NC(=O)CSc2nnc(-c3cccnc3)n2Cc2ccco2)sc(C)c1C	-1	-8	-2	-7	-2	-18[20 µM]	8	-1.8	-0.48
O=c1cc(-c2ccc(Cl)c(Cl)c2)[nH][nH]1	-4	-11	0	0	-5	-18[20 µM]	-9	0.4	-0.16
Cc1cc(Oc2ccccc2F)nc(NCc2ccccc2)n1	-4	0	-2	-2	-20	-30[20 µM]	2	-0.1	-1.9
O=C(N/N=C/c1ccc(OC(=O)c2cccs2)cc1)c1ccc(F)cc1	-1	-2	0	2	-6	-22[20 µM]	-7	2.2	0.067
O=C(Oc1ccc(Cl)c2cccnc12)N1CCCCC1	10	-23	-2	-2	1	-30	-3	-1.3	-1.4
CC1CCCCN1C(=O)Cn1cc(C(=O)c2ccco2)c2ccccc21 (stereo unspecified)	11	28	0	-1	1	-7[20 µM]	-3	-1.9	-0.53
O=C(NCc1ccncc1)C(=O)NCC(c1ccco1)N1CCN(c2ccc(F)cc2)CC1 (stereo unspecified)	8	-18	-4	-3	-10	6	-2	-0.7	0.0022
CCOC(=O)C(=O)/C(=C\N(C)C)c1onc(-c2ccccc2)c1C(=O)OC	14	-7	-3	-2	-5	-26[20 µM]	3	0.4	.
CC1=C(C)CS(=O)N(c2ccc(S(N)(=O)=O)cc2)C1 (stereo unspecified)	5	22	-1	-2	-5	-14[20 µM]	-5	-0.6	0.82

Grouped by structure, the compounds so far containing an aryl methoxy group
SMILES	FXIIa inh 1536	KLK5 inh	Wee1 stabilizer	p97 ATPase inh	Thrombin inh	Furin inh	FXIa inh	PERK inh	Cl transport mod
COc1ccc(CCn2c(=S)[nH]c3ccc(N4CCOCC4)cc3c2=O)cc1OC	8	-10	-3	2	-10	-13	1	0.8	0.89
COc1cc(OC)c(Cl)cc1N	9	-8	-2	-4	2	-10	2	0.3	0.07
COC(=O)c1ccccc1NC(=O)C1CC(=O)N(c2ccc(OC)cc2)C1 (stereo unspecified)	12	11	4	-4	5	-23	-1	1.2	0.44
COc1ccc(Cl)cc1C(=O)N1CCN(c2ccccn2)CC1	19	-3	1	-6	0	-11[20 µM]	5	-0.2	-0.46

Further compounds follow.
SMILES	FXIIa inh 1536	KLK5 inh	Wee1 stabilizer	p97 ATPase inh	Thrombin inh	Furin inh	FXIa inh	PERK inh	Cl transport mod
Cn1nnc(NC(=O)CSc2ncn[nH]2)n1	-2	2	3	-3	-4	-12[20 µM]	-10	0.7	0.44
Cc1cccc(OCCC(=O)N(C)CC(=O)Nc2cccc3ccccc23)c1	2	0	-1	6	-3	-16	5	0.1	0.12
CC(=O)Nc1cc(C(=O)NCCN2CCN(Cc3ccccc3)CC2)ccc1Sc1ccc(C)cc1	8	.	9	-1	-1	-20	3	-0.1	-0.86
Cc1ccccc1OCC(O)CN1CCC(C)CC1 (stereo unspecified)	-3	-10	-1	2	-6	-9	-6	0.0	0.46
Cc1ccc(Cl)c(OCC(=O)NCc2ccco2)c1	15	-1	-3	0	3	-9[20 µM]	4	0.2	0.098
Cc1ccc(-n2cc(-c3ccccc3)c3c(N4CCN(C)CC4)ncnc32)cc1	9	-1	2	-4	-1	-31	3	-0.3	-0.17
O=C(CNC(=O)Cc1ccccc1)NCC(=O)OCC(=O)c1ccccc1Cl	15	2	-2	4	10	-24	6	2.6	0.18
O=C(NCN1CCN(CCO)CC1)c1cnccn1	3	-1	2	-3	0	-15[20 µM]	4	0.8	1.1
COc1ccc(OC)c(NC(=O)c2ccc3c(=O)n(CCc4ccccc4)c(=S)[nH]c3c2)c1	-1	0	0	-1	11	-13	13	0.3	0.69
Cc1ccnc2nc(C(=O)OCC(=O)NCCc3ccc(Cl)cc3)nn12	7	-21	0	4	-6	-26	5	1.4	0.098
CCc1sc(N)nc1-c1ccccc1	13	6	-2	-6	13	-11	3	0.2	0.82
CN(C)c1ccc(P(=O)(OCc2ccccc2)C(O)c2ccccc2F)cc1 (stereo unspecified)	7	4	1	2	1	-13	4	-0.8	-0.76
CCOc1cc(/C=C(/C#N)C(=O)Nc2ccc(O)cc2)cc(Br)c1O	13	-7	1	4	1	-6[20 µM]	4	1.4	.
Cc1onc(-c2ccccc2)c1NC(=O)Nc1c(-c2ccccc2)noc1C	10	4	-2	7	-10	-20	2	0.9	-0.29
Cn1c(SCC(=O)NCc2ccc3c(c2)OCO3)nnc1-c1c[nH]c2ccccc12	-8	-25	0	-1	-11	-19[20 µM]	-7	0.4	-0.24
CC(C)OC(=O)C[N+](C)(C)CCN1C(=O)C2C(c3ccccc3)C=CC(c3ccccc3)C2C1=O (stereo unspecified)	3	-4	-1	8	-5	-10	-2	1.4	-1.1
CC(C)NC(=O)C(=O)c1cn(C)c2ccccc12	-3	-11	6	4	0	-11	-6	0.3	-0.08
CN(Cc1cn(Cc2ccccc2)nc1-c1ccc2c(c1)OCO2)Cc1nccn1C	11	.	-1	1	0	-22	3	0.8	0.25
O=C(CCCN1C(=O)c2ccccc2C1=O)Nc1ccc2c(c1)OCCO2	4	-6	-3	4	3	-26	-2	1.0	-0.88
Cc1ccc(S(=O)(=O)N2CCN(S(=O)(=O)N(C)C)CC2)cc1	17	-1	-1	7	4	11[20 µM]	1	1.1	.
CC(=O)CSc1ncnc2nc[nH]c12	13	-6	3	-5	0	1	5	1.6	1.3
O=C(CN1C(=O)/C(=C/c2ccccc2)SC1=S)Nc1ncc(Cc2ccccc2)s1	19	-8	-2	-4	5	14[20 µM]	-2	-0.6	-0.88
O=C(NNC(=O)c1ccc([N+](=O)[O-])o1)c1ccccc1	18	7	-2	6	12	0[20 µM]	5	1.4	-0.02
NC(=O)c1c(NC(=O)CSc2nc(N)cc(=O)[nH]2)sc2c1CCCC2	3	-6	0	12	-1	-10	8	0.6	1.2
CC(C)N1C(=O)S/C(=C/c2ccc(Sc3nc4ccccc4[nH]3)o2)C1=O	7	-15	0	1	-5	7	-1	-0.1	0.73
COc1ccc(Cl)cc1-n1c(C)ccc1C	9	-6	-3	7	-1	-13	6	1.1	0.85
CC1CN(Cc2ccccn2)CCC1=O (stereo unspecified)	8	0	2	6	-10	-2	4	1.3	-0.14
